NCI-60 one-dose screen, 48 h, at 10 µM unless noted. Numbers give growth in % (100 = growth as untreated, 0 = no growth, -100 = all killed).
NCI-H522 = NCI-H522 lung cancer | AID 1794739 | 8% of 78,000 active
NCI-H460 = NCI-H460 lung cancer; 6.8% of 82,000 active; AID 1794736
IGROV1 = IGROV1 ovarian cancer. 4.7% of 79,000 active
SK-OV-3 = SK-OV-3 ovarian cancer cells; 3.2% of 80,000 active; AID 1794785
OVCAR-4 = OVCAR-4 ovarian cancer cells; 3.7% of 80,000 active; AID 1794784
NCI-H226 = NCI-H226 lung cancer. 3.5% of 79,000 active. AID 1794732
NCI/ADR-RES = NCI/ADR-RES ovarian cells; AID 1794790; 4.4% of 81,000 active
NCI-H23 = NCI-H23 lung cancer | 4% of 80,000 active | AID 1794731
NCI-H322M = NCI-H322M lung cancer; 2.7% of 80,000 active; AID 1794733
Active calls of the source: *; · = not tested or not shown; & = joins results of further samples. The calls were made as follows: active = growth percent below 10; inactive = the rest. Outcome played no part in choosing rows; 11% or so of the library scored in one or more.

Below each SMILES: NCI-H522, NCI-H460, IGROV1, SK-OV-3, OVCAR-4, NCI-H226, NCI/ADR-RES, NCI-H23, NCI-H322M
O=C1CS/C(=N\Nc2cc(=O)[nH]c3ccccc23)N1c1ccccc1
  76, 100, 89, 107, 97, 96, 91, 96, 99
CCN(CC)CCCNc1cc(OC)c(OC)c2cccnc12
  21, 23, 35, 56, -10*, 110, 77, 7.1*, 85
COc1ccc(C2CC(c3ccccc3O)=NN2c2ccc(S(N)(=O)=O)cc2)cc1OC (stereo unspecified)
  50, 79, 43, 100, 64, 80, 89, 86, 87
COc1ccc(/C(C#N)=C/c2ccccn2)cc1
  103&98, 103&105, 113&115, 126&111, 94&96, 128&96, 54&101, 102&98, 110&108
CCOC(=O)C1=CSC2=NC3=C(CCC/C3=C\c3ccc(OC)cc3)C(c3ccc(OC)cc3)N12 (stereo unspecified)
  106, 118, 116, 99, 98, 95, 100, 93, ·
O=C(O)CCC(/C=N/Nc1ccc([N+](=O)[O-])cc1)=N/Nc1ccc([N+](=O)[O-])cc1
  89, 106, 101, 88, 107, 95, 105, 98, 99
O=C(C(c1ccccc1)C(O)(c1ccccc1)c1ccccc1)N1CCOCC1 (stereo unspecified)
  112, 108, 102, 100, 100, 103, 101, 92, 110
ClC1CC2CCC1C2 (stereo unspecified)
  98, 104, 116, 101, 98, 106, 110, 110, 111
COc1cc(/C=C/C(=O)c2ccc(C(F)(F)F)cc2)ccc1Oc1nc(NCCO)nc(N2CCOCC2)n1
  87, 99, 92, 101, 96, 89, 97, ·, 101
CC1SC(c2c(Cl)cccc2Cl)N(NC(=O)c2[nH]c3ccc(F)cc3c2-c2ccccc2)C1=O (stereo unspecified)
  69, 8.1*, -6.3*, 19, -55*, 58, ·, 48, 4.8*
CCC/C(=N\Nc1ccc([N+](=O)[O-])cc1[N+](=O)[O-])c1ccccc1
  99, 96, 99, 98, 108, 91, 106, 101, 100
CC12CCC(O1)C1C(=O)OC(=O)C12 (stereo unspecified)
  93, 103, 89, 109, 106, 94, 102, 100, 107
O=c1[nH]cnc2c(-c3nc4ccccc4s3)c(Nc3ccccc3)sc12
  87, 96, 70, 90, 96, 83, 94, 92, 95
COC(=O)c1cc(-c2ccccc2)n(C(=O)CSc2nc3sc(C(N)=O)c(C)c3c(=O)n2Cc2ccccc2)n1
  98, 105, 117, 92, 99, 106, ·, 92, 102
O=C(O)c1ccccc1[I+]c1ccccc1
  74, 106, 119, 95, 109, 97, 97, 94, 111
CCCCNC(=O)Oc1ccc(/C(=C(/CC)Cc2ccccc2)c2ccc(OCCCN(C)C)cc2)cc1
  88, 64, 71, 98, 75, 93, 87, 92, 83
O=C(NC1=NN(c2ccccc2)C(=O)C1)C(=O)Nc1nc2ccccc2[nH]1
  101, 101, ·, 113, ·, ·, 101, 97, 104
COc1ccc(NC(=O)CSc2nnc(-c3ccc(-c4nc5ccc(C)cc5[nH]4)cc3)o2)cc1OC
  99, 106, 95, 109, 106, 95, 103, 99, 98
COc1cc2nc(Nc3cccc(NC(C)=O)c3)nc(N)c2cc1OC
  93, 110, 27, 118, 107, 91, 149, 135, 120
C/C=C/c1cc(OC)c(O)c(OC)c1
  88, 112, 107, 112, 104, 101, 99, 100, 100

Carrying on:
Below each SMILES: NCI-H522, NCI-H460, IGROV1, SK-OV-3, OVCAR-4, NCI-H226, NCI/ADR-RES, NCI-H23, NCI-H322M
Cn1c(N2CCN(C(=O)c3ccc(Cl)cc3Cl)CC2)nc(-c2ccccc2)cc1=O
  77, 102, 88, 99, 97, 99, 90, 91, 86
Cn1cc(-c2csc(-c3cn(C)c4ncccc34)n2)c2cc(Br)cnc21
  99, 95, 110, 105, 92, 101, 79, 82, 104
OC(CN(Cc1ccccc1)CC(O)c1ccccc1)c1ccccc1 (stereo unspecified)
  90, 99, ·, 104, 101, 88, 105, 91, ·
CC(C(=O)O)n1cc(C#N)c(=O)[nH]c1=O (stereo unspecified)
  94&99, 112&115, 109&101, 99&102, 110&108, 95&93, 106&106, 111&108, 111&112
Nc1c(C(=O)NCc2ccco2)sc2nc3c(cc12)C(=O)CCC3
  94, 105, 109, 111, 109, 103, 99, 105, 99
O=C(O)c1cccc2c(=O)c3ccccc3n(CC(O)CN3CCCC3)c12 (stereo unspecified)
  99, 98, 111, 103, 106, 127, 99, 99, ·
Cc1cc(C)c2c(ccc3ccccc32)n1
  96, 110, 116, 112, 91, 94, 102, 109, 131
COc1cc2nc(Sc3ncccc3C(=O)O)n(Cc3ccccc3)c(=O)c2cc1OC
  83, 118, 101, 123, 86, 86, 93, 94, 108
COc1ccc(-c2ccc(-c3ccc(C(=N)N)cn3)s2)cc1
  82, -23*, 89, 91, 113, 84, 101, 99, 92
COc1cc(/C=C/c2nnc(-c3cc(-c4ccc(F)c(F)c4)n[nH]3)o2)cc(OC)c1OC
  93, 97, 100, 110, 92, 96, 80, 80, 125
CCCn1c(=O)[nH]c(N)c(C(c2ccc(Cl)cc2)c2c(N)[nH]c(=O)n(CCC)c2=O)c1=O
  42, 69, 62, 83, 59, 79, 102, 77, 81
c1cnc2nc3c(cc2c1)oc1ccccc13
  89, 95, 97, 121, 103, 93, 100, 96, 100
CCC(CO)[N+](=O)[O-] (stereo unspecified)
  102, 105, 105, 105, 100, 94, 104, 100, 100
COc1cc(-c2csc(NC(=O)c3cc(C(F)(F)F)cc(C(F)(F)F)c3)n2)cc(OC)c1OC
  3.9*, 14, 46, 35, 23, 24, 16, -10*, 33
Cc1ccc(-c2csc(N)n2)cc1
  99, 102, ·, 108, 94, 97, 104, 102, 107
CCCOCOCCC
  96, 100, 123, 100, 110, 87, 99, 101, 124
CCCCCCOC(=O)N1CCN(c2ccccc2)CC1
  42, 102, 105, 98, 100, 96, 100, 92, 100
O=C(C1=CNC(=S)NC1c1ccccc1)c1cc2ccccc2oc1=O (stereo unspecified)
  92, 104, 86, 96, 103, 88, 97, 93, 103
COc1cc2nc(N3CCN(C(=O)c4ccco4)CC3)nc(N)c2cc1OC
  ·, ·, ·, ·, 104, 85, 102, 103, 106
CC(=O)O[C@H]1CC[C@]2(C)[C@H]3CC=C4[C@@H]5CC(C)(C)CC[C@]5(C(=O)NCCNCCNCCN)CC[C@@]4(C)[C@]3(C)CC[C@H]2C1(C)C
  54, -56*, 47, 101, 35, 91, 75, 86, 95

Later entries.
SMILES	NCI-H522	NCI-H460	IGROV1	SK-OV-3	OVCAR-4	NCI-H226	NCI/ADR-RES	NCI-H23	NCI-H322M
CSc1nc(O)c(-c2ccccc2)c(=O)[nH]1	94	104	104	116	108	99	106	103	101
CCOC(=O)C(C)(C)CCc1ccncc1	110	109	139	107	108	94	108	101	130
c1ccc(C2=C(c3ccccc3)C(c3ccccc3)=C(c3ccccc3)C2)cc1	79	100	92	104	91	83	95	91	87
N#Cc1cnn2c(-c3ccc(Cl)cc3)nc(NC3CC3)nc12	91	100	89	107	87	97	99	91	88
Cc1ccc(NC(=O)c2sc3nc(-c4cnccn4)cc(-c4cccs4)c3c2N)cc1	100	102	109	113	101	107	108	·	101
NC(N)=NS(=O)(=O)c1ccc(Nc2ccc3nnc(-c4ccncc4)n3n2)cc1	-57*	98	113	104	103	97	105	102	103
C=C(C)[C@@H]1CC[C@]2(C(=O)OC)CC[C@]3(C)[C@H](CC[C@@H]4[C@@]5(C)C/C(=C/c6ccccn6)C(=O)C(C)(C)[C@@H]5CC[C@]43C)[C@@H]12	86	97	105	104	97	92	98	93	106
Nc1nccc2c1ccn2-c1cccc(NC(=O)c2ccc(N3CCOCC3)c(C(F)(F)F)c2)c1	-43*	1.3*	28	17	79	36	-2.7*	16	35
COc1ccc2c(C)cc(SCC(=O)Nc3c(C)n[nH]c3C)nc2c1	72	110	·	93	99	82	103	90	108
O=C1Nc2cc(Cl)ccc2/C1=C/c1cccc(OCc2ccccn2)c1	-42*	14	17	52	49	39	-17*	20	68

More results follow:
SMILES	NCI-H522	NCI-H460	IGROV1	SK-OV-3	OVCAR-4	NCI-H226	NCI/ADR-RES	NCI-H23	NCI-H322M
C#CCOc1ccc2nc(CCl)c(Cl)c(Nc3cccc(C(F)(F)F)c3)c2c1	36	105	85	114	101	85	97	88	98
Cc1cc(NC(=O)Nc2cc(Cl)ccc2C)no1	103	102	68	100	100	105	101	88	146
COc1ccccc1NC(=O)c1sc2c(=O)[nH]c(C)nc2c1C	76	99	80	109	·	92	107	95	95
O=[N+]([O-])c1ccc2c(c1)Cc1ccccc1-2	·	100	95	112	97	108	99	100	106
COc1ccc(/C=C(/C)CO)cc1	85	106	105	91	114	95	100	96	107
Cc1ccc(-n2nnc(-c3nc4ccccc4c(=O)[nH]3)c2N)cc1	69	96	106	97	96	120	100	99	102
CN(C)CCOc1ccc(NC(=O)c2cncc(C#Cc3cnc4cccnn34)c2)cc1C(F)(F)F	105	115	119	123	118	103	110	·	130
Fc1ccc(Nc2nnc(-c3cc(F)c(F)c(F)c3)o2)cc1Cl	97	112	89	97	114	114	112	97	108
O=C1C(Br)CCCCC1(c1ccccc1)c1ccccc1 (stereo unspecified)	87	97	94	97	114	95	96	90	94
COc1cc2cc(Oc3ccc(NC(=O)c4ccc(Br)c(C)c4)cc3)c(C)nc2cc1OC	68	86	100	60	72	83	89	93	·

(continued)
SMILES	NCI-H522	NCI-H460	IGROV1	SK-OV-3	OVCAR-4	NCI-H226	NCI/ADR-RES	NCI-H23	NCI-H322M
CCNC(=O)c1ccc(Cl)cc1	98	102	109	93	107	90	106	109	107
O=C1CC(C(F)(F)F)Cc2nc3ccc(Cl)cc3cc21 (stereo unspecified)	82	100	79	90	94	78	95	85	85
CCOC(=O)/C(=C\n1c(=O)[nH]c(=O)[nH]c1=S)C(=O)c1ccccc1	77	111	107	106	109	104	94	97	102
O=C(CC(=O)c1cccs1)c1ccncc1	91	100	80	105	114	95	102	96	112
O=C(CC1c2ccccc2NC(=O)N1Cc1ccccc1)C1CC1 (stereo unspecified)	84	97	103	87	112	99	100	97	100
O=C1CCC(c2ccccc2)N1c1ccccc1 (stereo unspecified)	93	101	100	99	96	98	95	97	100
CCCCCCCCn1c2ccccc2c2c3c(c4c5cc(OC)ccc5oc4c21)C(=O)N(O)C3=O	67	100	99	91	99	100	92	83	90
CCOC(=O)c1cnn(CC(C)O)c1NC(=O)NCc1ccc(F)cc1 (stereo unspecified)	68	105	109	111	111	106	99	97	99
CSc1ncc(-c2ccc3c(c2)COC3(CCCN(C)C)c2ccc(F)cc2)cn1 (stereo unspecified)	86	92	75	82	87	85	87	89	89
CC[Si](CC)(CC)c1ccccc1	108	100	98	99	103	104	104	113	94

Entries from the list above with two or more sulfur atoms:
SMILES	NCI-H522	NCI-H460	IGROV1	SK-OV-3	OVCAR-4	NCI-H226	NCI/ADR-RES	NCI-H23	NCI-H322M
O=c1[nH]cnc2c(-c3nc4ccccc4s3)c(Nc3ccccc3)sc12	87	96	70	90	96	83	94	92	95
COC(=O)c1cc(-c2ccccc2)n(C(=O)CSc2nc3sc(C(N)=O)c(C)c3c(=O)n2Cc2ccccc2)n1	98	105	117	92	99	106	·	92	102
Cc1ccc(NC(=O)c2sc3nc(-c4cnccn4)cc(-c4cccs4)c3c2N)cc1	100	102	109	113	101	107	108	·	101

Source: PubChem BioAssay (NCI)
